Compound activity as filed in PubChem BioAssay.
hiPSC survival – enhancers of human iPSC single-cell survival. 360,000 tested, 0.044% active. survival enhancement, % at 20 µM. hiPSC single-cell survival, ATPlite luminescence; 100% = ROCK inhibitor wells, 0% = DMSO; in the data active means survival enhancement above about 18%;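 further: cells exposed to compounds for 16 hours before the ATP read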
aDG glyco act – alpha-DG glycosylation activation; Pro5-aDG cells, alpha-DG glycosylation AlphaScreen (IIH6); 0% Pro5, 100% B10-LARGE cell signal; activation, % at 10 µM; 360,000 tested, 0.22% active; AID 624168;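 active means activation of at least 8% versus controls, or a plate z-score of at least 8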;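 further: Pro5 are CHO cells carrying HIG-tagged alpha-DG that lacks glycosylation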
Vif inh – inhibitors of HIV Vif | HEK293T cells, Vif self-association by quenched fluorescence, imaging, 24 h | AID 602346 | 340,000 tested, 0.35% active | inhibition, % at 7.49 µM; in the data active means inhibition above about 50%, passing the limit was not always enough; inconclusive means no clear call, values can overlap the other calls; inactive means below about 31%; further: some results filed as inactive read as strong as hits
Granule exo inh – blocks lytic granule exocytosis. AID 651702. TALL-104 LAMP-1 surface exposure, flow cytometry; cells stimulated with thapsigargin and PMA. inhibition, % at 10 µM. 360,000 tested, 0.66% active;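 active means inhibition above about 55%, limit read from the data; inconclusive means no clear call, values can overlap the other calls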
NR2E3 ag-1 – agonists of human NR2E3 nuclear receptor. 360,000 tested, 0.35% active. inhibition of corepressor binding, % at 3.98 µM. CHO-S Gal4-NCOR/VP16-NR2E3 two-hybrid, luciferase. AID 602229;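 active means inhibition above the mean of all tested compounds plus 3 SD, cut at about 70% in these data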;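 further: 0% = DMSO with NR2E3 transfected cells and 100% = cells lacking NR2E3 construct; higher means lower luciferase signal from less NR2E3 corepressor binding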
Target sequence (Q9Y5X4 whole entry, looked up, the tested form may be a part): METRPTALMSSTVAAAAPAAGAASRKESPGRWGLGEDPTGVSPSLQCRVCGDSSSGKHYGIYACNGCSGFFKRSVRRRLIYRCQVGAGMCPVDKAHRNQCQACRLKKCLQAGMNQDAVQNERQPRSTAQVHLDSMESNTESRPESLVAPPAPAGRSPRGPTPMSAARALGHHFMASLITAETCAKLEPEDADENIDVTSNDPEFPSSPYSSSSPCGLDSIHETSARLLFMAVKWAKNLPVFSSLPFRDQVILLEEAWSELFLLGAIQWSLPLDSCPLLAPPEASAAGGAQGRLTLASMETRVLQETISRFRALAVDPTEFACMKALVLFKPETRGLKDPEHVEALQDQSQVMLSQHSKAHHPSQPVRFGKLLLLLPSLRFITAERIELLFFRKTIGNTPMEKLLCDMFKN
CaV13 ICDI inh – Primary screen for inhibitors of IQ motif and Ca2+-dependent inactivation inhibitor domain binding in CACNA1D, Förster resonance energy transfer in living cells, … | HEK cells, CFP/YFP FRET ICDI-IQ, plate reader, 10 min; percent FRET-ratio fall versus neutral wells | inhibition, % at 12.3 µM | 340,000 tested, 0.098% active;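 active means mean replicate inhibition of at least 30% and at least 1% of replicates passing that level; inconclusive means only one of the two criteria is met; inactive means neither criterion is met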;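 further: 0% = median of the neutral control wells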
MITF TRPM1 inh – inhibitors of MITF-driven TRPM1 promoter in melanoma cells; SK-MEL-5 TRPM1 promoter luciferase, 24 h; inhibition, % at 12.5 µM; 330,000 tested, 0.83% active; AID 488899;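 active means mean inhibition across replicates of 60% or more, whatever share of single replicates reaches that level; inconclusive means some that reach 60%, reason not given; inactive means mean inhibition across replicates below 60%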; further: values of inactives mirror those of a sister screen read the other way
HIF-2a inh – HIF-2a inhibition. 786-0 RCC cells HIF-2a reporter, luciferase luminescence, overnight. inhibition, % at 18.8 µM. 360,000 tested, 0.72% active. AID 624352;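 active means inhibition of the luminescence signal of 40% or more relative to plate controls, in a single-dose primary screen at 18.75 µM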
Peg3 prom inh – inhibitors of Peg3 promoter. HeLa PEG-Prom luciferase reporter, luminescence, overnight. inhibition, % at 20 µM. 360,000 tested, 1.7% active;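 active means inhibition of at least 50% at 20 µM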
PDI inh – PDI (human) enzyme inhibition. P07237. PDI insulin aggregation turbidity, A650, 90 min. inhibition, % at 10 µM. 350,000 tested, 0.052% active. AID 588391;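 active means mean inhibition across replicates of 30% or more, whatever share of single replicates reach that level; inconclusive means mean inhibition below 30% while every single replicate reaches 30%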;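 further: absorbance from insulin aggregation driven by PDI reduction with DTT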
Target sequence (P07237 whole entry, looked up): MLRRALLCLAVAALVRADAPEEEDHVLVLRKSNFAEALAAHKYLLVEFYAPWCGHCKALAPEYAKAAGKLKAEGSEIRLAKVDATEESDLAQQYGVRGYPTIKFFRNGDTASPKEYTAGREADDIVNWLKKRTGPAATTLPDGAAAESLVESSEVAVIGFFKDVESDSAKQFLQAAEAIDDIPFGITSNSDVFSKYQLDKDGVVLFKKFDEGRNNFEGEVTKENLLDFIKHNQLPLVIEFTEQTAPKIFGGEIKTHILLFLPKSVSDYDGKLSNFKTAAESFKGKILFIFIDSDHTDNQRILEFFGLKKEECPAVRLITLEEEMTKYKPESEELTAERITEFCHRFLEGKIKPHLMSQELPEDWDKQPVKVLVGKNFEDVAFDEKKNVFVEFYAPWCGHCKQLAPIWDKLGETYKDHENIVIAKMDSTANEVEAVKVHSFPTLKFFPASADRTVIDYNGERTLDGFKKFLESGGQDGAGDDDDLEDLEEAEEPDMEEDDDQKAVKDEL
NR2E3 ag-2 – agonists of human nuclear receptor NR2E3. GST-NR2E3/biotin-RetCOR TR-FRET, 1536-well. AID 2300. 320,000 tested, 0.12% active. inhibition of corepressor binding, % at 4.78 µM;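 active means percent inhibition above the cutoff of mean plus 3 SD of all tested compounds, set per screening campaign, cut at about 20% in these data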;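 further: 0% = DMSO wells and 100% = biotin wells as full block of FRET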
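Format: 1536-well format; test system: GST-NR2E3 and biotin-RetCOR proteins; read-out basis: percent inhibition of TR-FRET ratio; timing: 5 h incubation at 4 °C; detection: time-resolved FRET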
The depositor's hits bear a star; ? = inconclusive; / = no result given. This is a random part of the collection, and some 3.5% of all compounds hit somewhere here.

SMILES	hiPSC survival	aDG glyco act	Vif inh	Granule exo inh	NR2E3 ag-1	CaV13 ICDI inh	MITF TRPM1 inh	HIF-2a inh	Peg3 prom inh	PDI inh	NR2E3 ag-2
Cc1cc(NC(=O)c2ccc3c(c2)OCO3)ccc1NC(=O)c1ccccc1	-0.4	0.1	-3	5	-15	-7	-5	-85	-77	-3	0
COc1ccc2cc(C3(C)NC(=O)N(CC(=O)Nc4c(C)n(C)n(-c5ccccc5)c4=O)C3=O)ccc2c1 (configuration not stated)	-2.8	-0.2	-4	?	-21	-3	10	4	5	-16	2
CCc1cccc2c(C(=O)CSc3nncn3-c3ccccc3OC)c[nH]c12	-0.6	0.0	-3	-2	0	-6	4	6	27	-7	0
CN(CCCNC(=O)c1cccc(N2CCCC2=O)c1)c1ccccc1	4.3	0.1	-1	-4	3	/	9	12	15	7	-1
O=C(Nc1nnc([C@@H]2O[C@H](CO)[C@@H](O)[C@H]2O)s1)Nc1cccc2c1CCCC2	-2.0	-0.2	-7	-5	-20	-13	/	2	-43	-1	/
CCOC(=O)c1cc(OC)c2cccc(CN3CCC(C)(C(=O)NCCOC)C3)c2c1 (configuration not stated)	-2.1	2.2	3	7	-6	/	/	-3	15	1	/
CCCCNC(=S)N/N=C1\CCCCc2ccccc21	-4.9	-0.1	1	-2	2	10	9	11	4	0	3
O=C(COc1cccnc1[N+](=O)[O-])NC1CCS(=O)(=O)C1 (configuration not stated)	-0.6	0.0	-1	-10	11	-5	11	15	1	14	-1
Cc1c(C(=O)N2CCCCC2)sc(NC(=O)C23CC4CC(CC(C4)C2)C3)c1C#N	2.6	0.3	-14	-2	-21	-5	-13	13	1	-4	3
CC(=O)N/N=C/c1cc(C)n(-c2ccc(Br)cc2)c1C	0.3	0.1	-18	-3	9	-5	16	-1	17	-1	-1
Cc1cc(C)c(NC(=O)C2=COCCO2)c(C)c1	-0.4	-0.2	0	-1	-4	-3	-26	-60	-69	-4	2
O=C(NCCS(=O)(=O)N1CCN(c2ccc(F)cc2)CC1)C12CC3CC(CC(C3)C1)C2	-0.2	0.2	-17	-8	22	-5	18	22	14	-8	5
COc1ccc(C2CC(c3cccs3)=NN2C(=O)COC(=O)c2cc3ccccc3cc2O)cc1OC (configuration not stated)	-2.1	-0.3	0	-3	-22	-5	-8	15	7	18	0
O=C(NCC(=O)N1CCCCC1)c1sc2ccccc2c1Cl	-0.5	-0.1	-7	-1	-84	-6	-109	-268	-313	-2	2
Cc1ccccc1-c1noc(CCC(=O)NC2CCCCC2)n1	0.0	0.1	4	2	-38	-4	-9	0	-4	4	1
CCN1CCN(C(=O)/C(C#N)=C/c2ccc(OC(F)F)cc2)CC1	-0.5	-0.4	-1	0	5	-5	-7	0	-9	-4	1
Cc1csc(NC(=O)CCNS(=O)(=O)c2ccc3c(c2)c(=O)n(C)c(=O)n3C)n1	0.3	-0.2	6	1	-15	-9	10	16	16	3	4
CCOC(=O)c1sc(C)c2c1NC(c1ccc(Cl)cc1)NC2=O (configuration not stated)	-3.1	1.6	6	-1	-14	/	4	5	22	-2	-3
COC(=O)CCCC1=CC2=C(c3ccccc3)C(=O)C(C)(OC(=O)C3CCCC3)C(=O)C2=CN1C(CO)CO (configuration not stated)	-2.4	-0.2	6	13	25	-12	12	10	-15	0	1
O=C(CCl)c1ccc2[nH]c(=O)oc2c1	-0.8	-0.1	0	-1	-12	-8	17	1	28	10	2
CC1(C)C[C@H]2C3=CCC4[C@@]5(C)CC[C@H](O)[C@](C)(CO)C5CC[C@@]4(C)[C@]3(C)CC[C@@]2(C)[C@H](O)[C@@H]1O (some centres not stated)	-2.2	0.2	7	24	-13	/	-5	12	-4	/	/
Cc1ccccc1OCc1n[nH]c(=S)n1-c1cccc(Cl)c1	-0.5	0.1	-2	5	0	-6	2	15	17	-3	1
O=C(CN1C(=O)c2cccc([N+](=O)[O-])c2C1=O)N1CCc2ccccc2C1	-0.1	-0.3	/	5	-20	-5	/	9	3	2	/
Cc1cc(NC(=O)C(C)SCC(=O)Nc2ccccc2N2CCCCC2)no1 (configuration not stated)	-0.5	0.4	-11	2	-6	-13	1	2	25	-8	6
Cc1ccc(OCC(=O)Nc2ccc3oc(=O)ccc3c2)c(C)c1	0.2	1.0	-3	2	-17	-7	16	-7	-21	-3	3

(list continues)
SMILES	hiPSC survival	aDG glyco act	Vif inh	Granule exo inh	NR2E3 ag-1	CaV13 ICDI inh	MITF TRPM1 inh	HIF-2a inh	Peg3 prom inh	PDI inh	NR2E3 ag-2
COc1ccc(OC)c(C2=NOC(C(=O)Nc3ccccc3SC)C2)c1 (configuration not stated)	-0.8	0.2	-5	0	6	-5	-1	-43	6	1	0
COc1cc(-c2noc(C)c2C(=O)N[C@@H](CO)Cc2ccccc2)cc(OC)c1OC	3.9	0.1	/	-5	-13	-8	9	3	-4	-8	/
COc1ccc(CNc2nc(NCc3ccc(OC)cc3)n(C(=O)c3ccccc3[N+](=O)[O-])n2)cc1	-1.8	-0.6	3	0	-30	-7	-21	-86	-42	-1	-1
CCN(c1ccccc1)S(=O)(=O)c1ccc2[nH]c(=O)[nH]c2c1	-1.9	-0.1	0	-3	3	-4	15	11	-1	-3	4
Cc1ccc(NCc2nnc(SCC(=O)N3CCc4ccccc43)n2C)cc1	-2.2	0.0	2	-1	-7	-8	7	-18	-9	0	4
O=C(C1CCCCC1)N1C[C@@H](n2cc(-c3ccc(F)cc3)nn2)[C@H](O)C[C@@H]1c1ccccc1	1.2	-0.2	-4	-11	-63	-7	/	9	-2	-1	/
Cc1ccsc1C(=O)N/N=C/c1ccc([N+](=O)[O-])cc1	-1.7	0.1	-8	5	-123	-6	-63	-268	-212	-2	2
CCOC(=O)c1cc(-c2cccc(O)c2)oc1C	0.1	0.0	/	-10	-101	-5	/	-188	/	/	/
Cc1cccc(NS(=O)(=O)c2c(C)n[nH]c2C)c1	-2.7	-0.1	5	0	12	-10	12	2	15	-9	-5
Cc1ccc(C)c(S(=O)(=O)N2CCCOC2CNC(=O)C(=O)NCCCn2ccnc2)c1 (configuration not stated)	-2.6	-0.1	1	3	-22	-4	-1	12	0	22	5
CC(=O)Nc1ccc(S(=O)(=O)N(C)CC(=O)NCCC2=CCCCC2)cc1	1.0	-0.2	-8	-2	3	/	9	14	4	-3	3
CCOc1ccc(C(=O)CCC(=O)NN2CCCCC2)cc1	-2.6	0.0	/	6	-38	-6	/	-18	-12	0	/
Cc1ccc2c(c1)cc1c(=O)[nH]ncn12	1.6	-0.1	-2	0	-35	-5	-28	-119	-184	-21	-1
CCOc1ccc(NC2=NC(C(=O)NCc3ccccc3)CC(=O)N2)cc1 (configuration not stated)	0.4	-0.1	/	3	-36	4	-1	10	18	13	0
CC(C)C(OC(=O)c1cccs1)C(=O)NCc1ccc2c(c1)OCO2 (configuration not stated)	2.7	0.0	-2	0	-35	0	-2	13	4	-2	1
CCOc1ccc(Oc2ccccc2NC(=O)CCc2nc3ccccc3c(=O)[nH]2)cc1	-1.9	-0.1	/	3	-14	-6	/	12	14	-2	/
CCOC(=O)c1c(NC(=O)COC(=O)CCOc2cc(C)ccc2C)sc(C(=O)N(C)C)c1C	-1.6	0.2	11	16	-6	-6	2	1	4	9	/
COc1ccccc1NS(=O)(=O)c1cc(C(=O)NCc2ccncc2)ccc1C	1.0	-0.1	-13	1	-17	-3	0	13	11	2	1
Cc1scc(C(=O)N/N=C/c2ccco2)c1C	4.7	1.6	/	0	-67	-8	-41	-139	-156	-9	-2
CC1=Nc2ccccc2/C1=C/c1sc(=S)n(-c2cccc(C(=O)O)c2)c1O	-0.6	0.0	3	12	-8	-63	-7	41*	-21	11	/
CC(C)(C)NS(=O)(=O)c1ccc2nc(NC(=O)c3ccc(N4C(=O)CCC4=O)cc3)sc2c1	-0.2	0.2	-3	-1	-34	-4	8	16	8	1	19
CN(C)C(=O)N(CCCN1CCOCC1)Cc1cccc2ccccc12	-0.4	0.0	-1	-2	-2	-5	/	15	8	5	-1
CCOCC(=O)Nc1ccccc1C(=O)O	2.6	0.2	-5	-1	-14	-2	4	10	-3	3	5
CCOC(=O)c1c(C)oc2c1c(C(c1ccccc1)N1CCOCC1)c(O)c1ccccc12 (configuration not stated)	-2.7	1.7	13	-2	-102	-5	-70	-55	-129	3	1
Cc1cc(C(=O)Nc2c(C)nn(Cc3ccc(Cl)cc3)c2C)no1	0.2	0.1	1	-2	2	-2	-1	7	13	6	1
C=CCn1c(-c2ccc(S(=O)(=O)N3CCOCC3)cc2)csc1=Nc1ccccc1	-4.9	2.3	-21	-8	23	-7	-10	16	-11	-3	0

Reformatted comma-delimited: entries from further up
structure,hiPSC survival,aDG glyco act,Vif inh,Granule exo inh,NR2E3 ag-1,CaV13 ICDI inh,MITF TRPM1 inh,HIF-2a inh,Peg3 prom inh,PDI inh,NR2E3 ag-2
CC(C)C(OC(=O)c1cccs1)C(=O)NCc1ccc2c(c1)OCO2 (configuration not stated),2.7,0.0,-2,0,-35,0,-2,13,4,-2,1
CCOc1ccc(Oc2ccccc2NC(=O)CCc2nc3ccccc3c(=O)[nH]2)cc1,-1.9,-0.1,/,3,-14,-6,/,12,14,-2,/
CCOC(=O)c1c(NC(=O)COC(=O)CCOc2cc(C)ccc2C)sc(C(=O)N(C)C)c1C,-1.6,0.2,11,16,-6,-6,2,1,4,9,/
COc1ccccc1NS(=O)(=O)c1cc(C(=O)NCc2ccncc2)ccc1C,1.0,-0.1,-13,1,-17,-3,0,13,11,2,1
Cc1scc(C(=O)N/N=C/c2ccco2)c1C,4.7,1.6,/,0,-67,-8,-41,-139,-156,-9,-2
CC1=Nc2ccccc2/C1=C/c1sc(=S)n(-c2cccc(C(=O)O)c2)c1O,-0.6,0.0,3,12,-8,-63,-7,41*,-21,11,/
CC(C)(C)NS(=O)(=O)c1ccc2nc(NC(=O)c3ccc(N4C(=O)CCC4=O)cc3)sc2c1,-0.2,0.2,-3,-1,-34,-4,8,16,8,1,19
CN(C)C(=O)N(CCCN1CCOCC1)Cc1cccc2ccccc12,-0.4,0.0,-1,-2,-2,-5,/,15,8,5,-1
CCOCC(=O)Nc1ccccc1C(=O)O,2.6,0.2,-5,-1,-14,-2,4,10,-3,3,5
CCOC(=O)c1c(C)oc2c1c(C(c1ccccc1)N1CCOCC1)c(O)c1ccccc12 (configuration not stated),-2.7,1.7,13,-2,-102,-5,-70,-55,-129,3,1
Cc1cc(C(=O)Nc2c(C)nn(Cc3ccc(Cl)cc3)c2C)no1,0.2,0.1,1,-2,2,-2,-1,7,13,6,1
C=CCn1c(-c2ccc(S(=O)(=O)N3CCOCC3)cc2)csc1=Nc1ccccc1,-4.9,2.3,-21,-8,23,-7,-10,16,-11,-3,0
